USP1 inh = inhibitors of human USP1/UAF1 deubiquitinase; O94782; recombinant USP1/UAF1, Ub-Rhodamine cleavage fluorescence; Potency, µM (doses to about 57.1 µM), for inactives: at the highest dose activity change, negative = inhibition, most hits filed as inhibitors; hit rate 0.23% among 390,000; also: potency is read from the fitted curve at half-maximal effect; % is scaled to controls: 0 for no effect and ±100 for the full control effect; nearly all actives have a fitted effect of over 60% in size; inactives centre near -12
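USP1/UAF1 complex at 1 nM was preincubated with compound for 15 min at room temperature, then Ub-Rho substrate (150nM final) was added. Fluorescence (480/540 nm) was read kinetically, 6 reads every 60 seconds.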
rTrxR1 inhibitor = inhibitors of rat thioredoxin reductase 1; O89049; recombinant rTrxR1, NADPH fluorescence consumption, selenite substrate; Potency, µM (highest dose often 114 µM), for the others: at the top dose activity change, negative = inhibition, actives largely listed as inhibitors; hit rate 1% among 390,000; AID 588453; also: potency is read from the fitted curve at half-maximal effect; % is scaled to controls: 0 for no effect and ±100 for the full control effect; nearly all actives have a fitted effect of over 65% in size
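Rat TrxR1 (90 nM in the dispensed reagent) was pre-reduced with 400 uM NADPH for 5 min at room temperature, then incubated with compound for 15 min. After 400 uM selenite was added, NADPH fluorescence (Ex 340/Em 450 nm) was followed for 8 min.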
TRHR agonist = TRH receptor (human) agonism | P34981 | TRHR cells, calcium flux fluo-8, FDSS agonist mode | activation, % at 2 µM | hit rate 0.18% among 360,000 | AID 493084; in the data active = activation above about 30%; also: 0% is about no effect
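Fluo-8-loaded TRHR cells; 10 s baseline, compound added, kinetic Ca2+ fluorescence read 1/s, agonist mode.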
D2 antag = antagonizes the human D2 dopamine receptor; HEK293 TREx D2 cells, calcium flux, dopamine EC80; inhibition, % at 10 µM; hit rate 2% among 340,000; AID 485344; in the data active = inhibition above about 30%; also: 0% is about no effect
Target sequence (P14416 whole entry, looked up): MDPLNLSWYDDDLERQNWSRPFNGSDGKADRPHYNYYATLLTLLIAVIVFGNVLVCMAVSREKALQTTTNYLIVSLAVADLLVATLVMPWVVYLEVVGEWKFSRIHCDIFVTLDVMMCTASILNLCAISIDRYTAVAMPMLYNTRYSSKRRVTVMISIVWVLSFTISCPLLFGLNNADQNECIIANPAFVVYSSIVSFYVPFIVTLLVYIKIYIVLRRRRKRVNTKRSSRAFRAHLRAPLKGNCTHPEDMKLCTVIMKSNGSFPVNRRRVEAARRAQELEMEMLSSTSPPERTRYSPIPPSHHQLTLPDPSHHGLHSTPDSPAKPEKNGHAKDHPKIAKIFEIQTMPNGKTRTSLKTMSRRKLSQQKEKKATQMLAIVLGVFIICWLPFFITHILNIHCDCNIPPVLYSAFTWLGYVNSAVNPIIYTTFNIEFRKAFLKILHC
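Cells plated overnight at 30 C with tetracycline; no-wash calcium dye, 30–90 min RT; 10 s baseline; compound pinned; 180 s read; EC80 dopamine added; another 180 s read.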
Pin1 inh = blocks the human prolyl isomerase Pin1. Q13526. Pin1 FP peptide displacement, HiFluor488, 10 min. Potency, µM (top dose mostly 115 µM), for the others: top-dose activity, negative = inhibition, hits mostly inhibitors. hit rate 0.009% among 390,000; active = well fitted inhibition curve with a large enough effect in the polarisation, with a control signal flat, not every such curve was filed as active; inconclusive = small, poorly fitted or top-dose-only effect, or effect the other way, or a change in a side signal; inactive = no such curve, though single readings can be large or run the other way; the % refers to the polarisation; also: potency is read from the fitted curve at half-maximal effect; % is scaled to controls: 0 for no effect and ±100 for the full control effect
Target sequence (Q13526 whole entry, looked up): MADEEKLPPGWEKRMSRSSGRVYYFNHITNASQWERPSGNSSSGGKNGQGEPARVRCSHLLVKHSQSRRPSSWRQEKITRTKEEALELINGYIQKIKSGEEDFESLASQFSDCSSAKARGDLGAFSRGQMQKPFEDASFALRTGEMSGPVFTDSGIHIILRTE
TrxR1 substrate = substrates of rat thioredoxin reductase 1. purified TrxR1 substrate turnover, NADPH consumption readout. Potency, µM (highest dose often 114 µM), for inactives: at the top dose activity change, negative = substrate turnover. hit rate 0.01% among 390,000. AID 588456; also: potency is read from the fitted curve at half-maximal effect; % is scaled to controls: 0 for no effect and ±100 for the full control effect; nearly all actives have a fitted effect of over 50% in size
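Rat TrxR1, dispensed at 90 nM, was prereduced with 400 uM NADPH (final) for 5 min at ~22 deg C, then incubated with compound 15 min before 400 uM selenite. A first-read NADPH fluorescence drop versus no-compound background flagged substrates.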
TRHR enhancer = allosterically enhances the human TRH receptor. hit rate 0.66% among 360,000. TRHR cells, fluo-8 calcium fluorescence, EC20 TRH enhancement. enhancement, % at 2 µM. P34981; in the data active = enhancement above about 30%; also: 0% is about no effect
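TRHR-expressing cells loaded with fluo-8 calcium dye were read kinetically (ex 480/em 530) during compound addition, then stimulated with an EC20 of TRH (10 nM final). Enhancement of the Gq-mediated intracellular calcium response was scored.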
D2 agonist = activates the human D2 dopamine receptor | hit rate 0.53% among 340,000 | activation, % at 2 µM | AID 485358 | P14416 | HEK293 T-REx D2 cells, calcium flux agonist mode;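 active = activation over 3 SD above normal in the single-dose calcium agonist read, cut at about 30% in these data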; also: 0% is about no effect
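Calcium-flux readout, 1 cycle/sec over 180 s following compound pin transfer, in inducible HEK293 Trex D2 cells (force-coupled); dopamine controls included. Positive calcium responses during this window marked compounds as potential agonists.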
IDH1 R132H inh = human IDH1 R132H inhibition. O75874. IDH1-R132H enzyme, NADPH consumption, diaphorase/resazurin fluorescence. Potency, µM (doses to about 76.6 µM), for the others: at the highest dose activity change, negative = inhibition, usual class: inhibitors. hit rate 0.093% among 390,000. AID 602179; also: potency is read from the fitted curve at half-maximal effect; % is scaled to controls: 0 for no effect and ±100 for the full control effect; nearly all actives have a fitted effect of over 65% in size
Target sequence (O75874 whole entry R132H, stated change not applied): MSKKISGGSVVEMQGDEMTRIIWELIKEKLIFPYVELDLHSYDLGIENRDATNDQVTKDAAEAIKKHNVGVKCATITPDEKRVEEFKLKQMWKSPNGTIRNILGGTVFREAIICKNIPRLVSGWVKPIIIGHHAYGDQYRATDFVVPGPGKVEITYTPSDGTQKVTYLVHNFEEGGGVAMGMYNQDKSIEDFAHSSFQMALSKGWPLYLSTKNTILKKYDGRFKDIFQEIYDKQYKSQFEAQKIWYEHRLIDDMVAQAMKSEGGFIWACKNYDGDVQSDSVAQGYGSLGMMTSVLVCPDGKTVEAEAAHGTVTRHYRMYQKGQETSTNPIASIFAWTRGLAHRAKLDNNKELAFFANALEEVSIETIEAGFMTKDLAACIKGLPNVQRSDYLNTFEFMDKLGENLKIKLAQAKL
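IDH1-R132H (0.5 ug/mL) preincubated 30 min with compound, then NADPH (0.016 mM) and alpha-KG (2 mM) added; 80 min at RT, pH 7.5. Remaining NADPH coupled via diaphorase/resazurin to fluorescence (540/590 nm); concentration-response curves normalized to no-enzyme control.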
Numbers without * were called inactive; u = inconclusive; x = no result given; & = joins results of further samples; [ ] = another dose, or the depositor's remark. Unless noted, calls follow the shape of the dose curve; as a rule, active = well fitted inhibition curve with a large enough effect; inconclusive = small, poorly fitted or top-dose-only effect; inactive = no such curve, though single readings can be large or run the other way. Not all compounds are listed; count on the stated rates, not on these rows.

SMILES | USP1 inh | rTrxR1 inhibitor | TRHR agonist | D2 antag | Pin1 inh | TrxR1 substrate | TRHR enhancer | D2 agonist | IDH1 R132H inh
CN(C)c1cc2c(cc1NC(=O)c1ccccc1Cl)n(C)c(=O)n2C | -17% | 2%[57.1 µM] | 0.3 | -4 | -7% | -10% | 1 | -0.5 | 2%
CCCc1nc2ccccc2c(C(=O)OCC(=O)NC2CC2)c1CC | -23% | 13% | x | x | -5% | 5% | x | x | -5%
COc1ccccc1NS(=O)(=O)c1cccc(C(=O)N/N=C/c2c(C)nn(-c3ccccc3)c2N2CCCC2)c1 | -1% | -17% | 27 | -19 | 16% | -1% | 1 | 0.5 | 3%
CCCCNC(=S)NC1CCCC1 | -4% | -22% | 0.0 | -3 | -8% | -12% | 5 | -0.2 | -4%
CCc1ccc(C(=O)OCC(=O)N2CCCCCC2)cc1 | -11% | 14% | -0.2 | 9 | -1% | -3% | 10 | 0.1 | 1%
CCOC(=O)/C(C#N)=C/C1=C(N2CCOCC2)C(C)(C)OCC1 | 11% | u | 0.1 | 13 | 1% | 0%[57.1 µM] | -3 | 0.5 | -2%
O=C(CCC(=O)c1cccs1)Nc1ccc(F)c(F)c1F | -16% | -30% | -0.2 | -5 | 2% | -9% | 5 | 1.0 | 2%
CCc1ccccc1NC(=O)NC1CCCCC1 | -7% | 9%[57.1 µM] | 0.1 | x | 2% | 7%[57.1 µM] | 48* | x | 1%
CCc1ccc(NC(=O)N2CCN(Cc3cc(=O)n4nc(-c5ccccc5OC)sc4n3)CC2)cc1 | -25% | 15%[57.1 µM] | 0.2 | x | -1% | 2%[57.1 µM] | 6 | 0.5 | -4%
Cc1ccc(C(=O)NC2CCN(C(=O)Nc3ccccc3Cl)CC2)cc1 | -20% | 5%[57.1 µM] | -0.2 | 3 | 9% | -16%[57.1 µM] | -4 | -0.6 | 9%
COc1ccc(CCC(=O)O)cc1OC | -21% | 24% | 0.4 | 6 | -7% | 8% | -3 | 1.3 | 8%
NC(=O)Cc1nc(-c2ccc([N+](=O)[O-])cc2)cs1 | -20% | 1%[57.1 µM] | 0.1 | x | 4% | -1%[57.1 µM] | 13 | x | 0%
O=C(Nc1ccc(Oc2ccccc2)cc1)c1ccco1 | -11% | 10%[57.1 µM] | 0.0 | -8 | -1% | -5% | 0 | 0.8 | 5%
COc1ccc(S(=O)(=O)N(CC(=O)Nc2cccc(C(F)(F)F)c2)c2ccc(C)cc2)cc1 | -12% | 17% | 0.2 | x | 0% | 7% | 6 | 1.6 | 3%
COc1cnc(-c2ccccn2)[nH]c1=O | 3% | 1%[57.1 µM] | 0.8 | 1 | -14% | 3%[57.1 µM] | 2 | 0.2 | -5%
O=C(Nc1cc(C(F)(F)F)ccc1-n1cncn1)c1ccc([N+](=O)[O-])o1 | -23% | -28% | 1.6 | -7 | -1% | -1% | 0 | 0.1 | -2%
CN1CCC(C(=O)N2CCCC(C(=O)c3ccc4c5c(cccc35)CC4)C2)CC1 (stereo unspecified) | -2% | -10% | -1.5 | 5 | 2% | 22% | 2 | -0.4 | 2%
c1ccc2c(c1)Oc1cccc3cccc-2c13 | -20% | 49%[activator] | -0.1 | -5 | 0% | 74%[activator] | -10 | 0.0 | 8%
COC(=O)c1c(NC(=O)c2ccccc2)sc(C(=O)c2ccccc2)c1C | 2% | -6% | -1.6 | -2 | -3% | -8% | 2 | 0.3 | -3%
O=C(O)[C@H]1CCCN1C(=O)c1ccccc1N1C(=O)[C@@H]2Cc3c([nH]c4ccccc34)C(c3cccc(Cl)c3)N2C1=O (stereo partly specified) | -7% | -5% | 0.6 | 4 | -15% | 2% | -6 | 0.7 | -9%

One compound at a time, as listed above:
Profile of `O=C(Nc1ccc(Oc2ccccc2)cc1)c1ccco1` → USP1 inh = -11%; rTrxR1 inhibitor = 10%[57.1 µM]; TRHR agonist = 0.0; D2 antag = -8; Pin1 inh = -1%; TrxR1 substrate = -5%; TRHR enhancer = 0; D2 agonist = 0.8; IDH1 R132H inh = 5%
Profile of `CCCc1nc2ccccc2c(C(=O)OCC(=O)NC2CC2)c1CC` → USP1 inh = -23%; rTrxR1 inhibitor = 13%; TRHR agonist = x; D2 antag = x; Pin1 inh = -5%; TrxR1 substrate = 5%; TRHR enhancer = x; D2 agonist = x; IDH1 R132H inh = -5%

More compounds follow.
SMILES | USP1 inh | rTrxR1 inhibitor | TRHR agonist | D2 antag | Pin1 inh | TrxR1 substrate | TRHR enhancer | D2 agonist | IDH1 R132H inh
O=C(Nc1c2c(nn1-c1ccc(Cl)cc1)CS(=O)(=O)C2)c1cccc(F)c1 | -21% | 3%[57.1 µM] | 0.6 | x | 2% | -4%[57.1 µM] | -3 | 0.8 | -8%
COc1cc(S(=O)(=O)N2CCOCC2)ccc1NC(=O)COC(=O)c1cc(OC)c(OC)c(OC)c1 | -8% | -15% | x | x | 7% | -14% | x | x | 2%
Cc1nn(C)c(C)c1N1C(=O)c2cccc3c(Br)ccc(c23)C1=O | -11% | -17% | -0.2 | -26 | -2% | -13% | -2 | 0.3 | 3%
Cc1ccc(CNC(=O)[C@H](Cc2ccccc2)NC(=O)c2ccco2)cc1 | -15% | 18% | 0.0 | -9 | 2% | -2% | 1 | -0.3 | 0%
CCOC(=O)NC(=O)CSc1nc2ccc(OCC)cc2[nH]1 | -10% | -11% | x | x | 2% | -4% | x | x | -2%
CCCN(CC(=O)Nc1ccc(F)c(F)c1F)C(=O)Cc1ccc(S(=O)(=O)N2CCOCC2)s1 | -15% | 7% | 0.9 | 19 | u | -3% | -4 | 0.0 | -4%
CC(CN(C(N)=O)c1ccccc1O)C(=O)O (stereo unspecified) | -16% | 14%[57.1 µM] | 0.9 | -13 | 7% | -6% | 3 | 5.5 | 7%
Cc1csc(NC(=O)C2CCN(S(=O)(=O)c3cccs3)CC2)n1 | -13% | 8% | 0.0 | 1 | -5% | -3% | -5 | 3.7 | -8%
CN(C)CCCNS(=O)(=O)c1ccc(-n2nnc3ccccc32)c([N+](=O)[O-])c1 | -12% | 21%[57.1 µM] | 1.6 | 0 | -4% | -12% | -3 | -0.4 | 5%
CN(C(=O)Nc1ccc(C(C)(C)C)cc1)C1CCCCC1 | -8% | 26% | 1.6 | 6 | -5% | 4% | 1 | -0.2 | 0%
CCCCC(=O)Nc1cccc(-c2nc3ncccc3o2)c1C | 2%&-14% | 1%[57.1 µM] | 2.7&-0.6 | -5 | 8%&84% | 12%[57.1 µM] | 2&2 | 1.2&0.8 | 4%&-16%
Cc1cc(NC2CCCCC2)nc(-c2ccccc2O)n1 | u | -3% | -0.2 | 14 | 4% | 32%[activator] | -4 | 0.7 | 2%
O=C(NCCC1=CCCCC1)NC1CCCCC1 | -19% | -2% | 0.2 | 28 | -2% | -8% | -9 | -0.4 | 2%
CC1CCCC(C)N1C(=O)CSc1nnc(NC(=O)c2cccs2)s1 (stereo unspecified) | -19% | 12% | 0.1 | -7 | -1% | 1% | 7 | 0.6 | 10%
O=C(Cn1c(SCCOc2ccccc2Cl)nc2ccccc21)N1CCOCC1 | -11% | 20% | 0.4 | x | -2% | 6% | -3 | x | 9%
CC(C)(C)NC(=O)CSc1nnc(NC(=O)c2ccccc2Cl)s1 | -6% | -7% | 0.7 | 19 | 1% | -12% | 17 | 2.1 | 6%
Cc1noc(C)c1NC(=O)N(C)C[C@@H]1Oc2c(NC(=O)c3ccncc3)cccc2C(=O)N([C@H](C)CO)C[C@@H]1C | -3% | u | x | x | 23% | -2% | x | x | -2%
Cc1nc(SCC(=O)NC2(C#N)CCCC2)n(CC(C)C)c1C | -17% | 11% | -0.3 | 22 | 1% | 0% | -17 | -0.1 | -2%
CCCn1nc(NC(=O)c2cccs2)c2cc3cc(OC)ccc3nc21 | -24% | -9% | 0.6 | -16 | 5% | 8% | 1 | -0.4 | 4%
O=C(N/N=C/c1cn(Cc2ccccc2)c2ccccc12)c1cccnc1 | -26% | 6% | -0.4 | -14 | -6% | 4% | -2 | -0.3 | 5%
Cc1ccc2occ(/C=N/NC(=O)c3ccc(Cl)cc3)c(=O)c2c1 | -6% | 5% | -0.1 | -8 | -1% | 0% | -4 | -0.9 | 2%
C/C(=N\NC(=O)CNC(=O)c1ccc2c(c1)OCO2)c1ccco1 | -22% | 13% | -0.1 | 0 | -3% | 3% | 7 | -0.4 | 8%
CCOC(=O)C1=CN(Cc2ccc(Br)cc2)S(=O)(=O)N(C)C1C (stereo unspecified) | -8% | 23% | x | x | 1% | -7% | x | x | 1%
CN1CCN(C2CCCCCC2)CC1 | -12% | 16% | 0.3 | -8 | -4% | 23% | 2 | -0.2 | 9%
Cc1cn2c(=O)c(S(=O)(=O)NCCc3ccc(Cl)cc3)c(C)nc2s1 | u | 31% | 0.0 | x | -4% | 8% | -4 | -0.6 | 0%
Cc1ccccc1CCN1CCCC(CN(C)CC(C)(C)C)C1 (stereo unspecified) | -18% | 22%[2.29 µM] | 0.3 | -1 | 1% | 0% | -2 | 0.7 | 0%
O=C(O)c1cccc(S(=O)(=O)Nc2cccc(S(=O)(=O)N3CCCC3)c2)c1 | -26% | 17% | 0.5 | 9 | -15% | 4% | 2 | 0.1 | 1%
CC(=O)Nc1nonc1-c1nnc(SCC(=O)Nc2ccccc2Cl)n1C | 3% | 16% | -1.5 | x | 5% | 12% | 29 | -2.0 | -4%
O=C(COCC(=O)N1CCOCC1)N1CCOCC1 | -23% | -3%[57.1 µM] | -0.8 | -6 | 1% | -5%[57.1 µM] | -2 | 0.6 | -12%
CCOC(=O)c1nc(S(C)(=O)=O)ncc1N1CCOCC1 | -16% | 4% | 0.3 | -11 | -9% | 3% | 2 | 0.3 | 0%
CCn1cc(CN2CCCC(CNS(=O)(=O)c3ccc(OC)cc3)C2)cn1 (stereo unspecified) | -11% | -5% | 0.2 | 1 | -3% | -1% | -1 | 0.4 | 3%

Source: PubChem (National Center for Advancing Translational Sciences (NCATS))
